ABCG2 inh: blocks JC-1 efflux by human ABCG2 transporter. Q9UNQ0. IgMXP3 cells, flow cytometry. inhibition, % at 6.6 µM. 0.1% of 190,000 active;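 active means inhibition above 80%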;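 further: 0% = DMSO and 100% = nicardipine control wells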
Target sequence (Q9UNQ0 whole entry, looked up): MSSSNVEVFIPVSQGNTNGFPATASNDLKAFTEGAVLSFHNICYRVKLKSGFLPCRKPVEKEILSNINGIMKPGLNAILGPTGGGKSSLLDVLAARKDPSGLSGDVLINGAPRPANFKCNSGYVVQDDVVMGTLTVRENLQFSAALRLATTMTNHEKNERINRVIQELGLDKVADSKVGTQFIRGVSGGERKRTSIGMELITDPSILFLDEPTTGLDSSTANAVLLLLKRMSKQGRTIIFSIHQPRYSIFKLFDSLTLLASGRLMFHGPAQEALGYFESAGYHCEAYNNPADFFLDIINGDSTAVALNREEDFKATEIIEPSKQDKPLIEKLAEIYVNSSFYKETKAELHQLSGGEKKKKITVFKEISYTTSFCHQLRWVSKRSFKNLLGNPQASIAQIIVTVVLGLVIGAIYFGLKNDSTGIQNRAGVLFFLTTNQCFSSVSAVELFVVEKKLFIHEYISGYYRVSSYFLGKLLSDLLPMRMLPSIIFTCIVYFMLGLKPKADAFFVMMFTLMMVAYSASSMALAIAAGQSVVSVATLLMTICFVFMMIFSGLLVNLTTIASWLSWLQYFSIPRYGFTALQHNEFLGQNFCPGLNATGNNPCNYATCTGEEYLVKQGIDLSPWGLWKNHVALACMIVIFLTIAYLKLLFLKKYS
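Assay system – ABCG2 IgMXP3 and barcoded ABCB1 CCRF-Adr cell mix · Input – 3 million cells/mL in well · Reagent – JC-1 fluorescent substrate · Compound – single test compound dose, 6.6 µM final · Timing – 10 min exposure at 25 °C with rotation, no wash · Detection – flow cytometry of retained JC-1 fluorescence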
RGS8-Gao: human RGS8-Galphao interaction regulation. P09471. multiplexed bead flow cytometry, RGS8-Galphao binding; actives lie on both sides. response (percent of control binding), % at 10 µM. 0.34% of 220,000 active; in the data active means response below about 60% or above about 140%; inactive means in between;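 further: Galphao activated as the GDP aluminium fluoride complex binding bead-coupled RGS8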
Bim-Bcl-W: disrupts Bim peptide binding to human Bcl-W. bead-based flow cytometry. AID 952. inhibition, % at 10 µM. Q92843. 0.02% of 190,000 active;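 further: 0% = bound tracer without compound and 100% = peptide blocker; higher means less fluorescent Bim peptide bound to Bcl-W beads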
Target sequence (Q92843 whole entry, looked up): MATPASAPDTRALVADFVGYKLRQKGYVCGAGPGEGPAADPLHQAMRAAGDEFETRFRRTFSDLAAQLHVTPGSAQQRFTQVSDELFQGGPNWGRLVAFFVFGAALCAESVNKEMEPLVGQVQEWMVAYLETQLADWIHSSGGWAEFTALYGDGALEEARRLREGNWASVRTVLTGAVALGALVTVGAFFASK
Bim-Bfl-1: disrupts Bim binding to human Bfl-1. Q16548. Bead-based flow cytometry, Bim-Bfl-1 binding inhibition. inhibition, % at 10 µM. 0.12% of 190,000 active. AID 1008;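 further: 0% = wells without compound plus tracer and 100% = blocker peptide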
Mcl-1 Bim block: inhibitors of Bim-Mcl-1 interaction, human. Q07820. 0.1% of 190,000 active. Bead-based flow cytometry, Bim peptide-Mcl-1 binding. inhibition, % at 10 µM;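 further: 0% = no compound tracer wells and 100% = peptide blocker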
RGS7-Gao: human RGS7-Galphao interaction regulation; P09471; Multiplexed bead flow cytometry, RGS7-Galphao binding; actives lie on both sides; binding response (% of control), % at 10 µM; 0.35% of 220,000 active; AID 1439; in the data active means binding response below about 49% or above about 150%; inconclusive means no clear call, values can overlap the other calls; inactive means in between;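 further: fluorescent Galphao held in activated GDP-AlF4 state binding bead-coupled RGS7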
RGS4-Gao reg: modulates binding of RGS4 to human Galphao. P09471. Multiplexed bead flow cytometry; actives lie on both sides. binding response (% of control), % at 10 µM. 0.33% of 220,000 active; in the data active means binding response below about 49% or above about 150%; inactive means in between;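 further: fluorescent Galphao activated with aluminum fluoride binding bead-coupled RGS4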
Bim-Bcl-B: human Bim-Bcl-B interaction inhibition. inhibition, % at 10 µM. 0.073% of 190,000 active. AID 951. bead-based flow cytometry, Bim peptide-Bcl-B binding;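 further: 0% = tracer peptide without compound and 100% = reference inhibitor peptide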
Bim-Bcl-2: human Bim-Bcl-2 interaction inhibition | 0.06% of 190,000 active | AID 950 | P10415 | inhibition, % at 10 µM | Bead-based flow cytometry, Bim peptide-Bcl-2 binding; in the data active means inhibition above about 40%; inconclusive means no clear call, values can overlap the other calls;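 further: 0% = no compound wells with probe peptide and 100% = reference peptide inhibitor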
Target sequence (P10415 whole entry, looked up): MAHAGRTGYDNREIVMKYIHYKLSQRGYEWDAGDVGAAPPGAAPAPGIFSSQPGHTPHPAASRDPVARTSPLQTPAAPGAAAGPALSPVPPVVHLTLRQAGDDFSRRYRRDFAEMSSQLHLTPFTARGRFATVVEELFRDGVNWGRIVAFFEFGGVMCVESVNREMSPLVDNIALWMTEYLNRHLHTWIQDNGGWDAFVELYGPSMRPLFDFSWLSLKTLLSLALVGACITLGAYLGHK
ABCB1 inh: human ABCB1 inhibition, ABCG2 as counter-screen; AID 1326; inhibition, % at 6.6 µM; P08183; 0.067% of 190,000 active; CCRF-Adr cells, JC-1 efflux, flow cytometry; in the data active means inhibition above about 40%;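 further: 0% = vehicle and 100% = reference inhibitor; higher value means more JC-1 retained so stronger ABCB1 efflux block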
Bcl-XL Bim block: disrupts Bim peptide binding to human Bcl-XL; bead flow cytometry, fluorescence; inhibition, % at 10 µM; 0.04% of 190,000 active; AID 1007
* hit, by the source's call; ? = inconclusive; / = not tested or not shown. Unless noted, no stated cut-off is given here; in the data, active means inhibition above about 40%.

No. | Structure | Bim-Bcl-2 | Mcl-1 Bim block | RGS4-Gao reg | RGS7-Gao | Bim-Bcl-B | Bim-Bfl-1
1 | COc1ccc(OCC(=O)N2N=C(C(F)F)CC2(O)C(F)F)cc1 (stereo not drawn) | -4 | -1 | 100 | 99 | -5 | -14
2 | N#CCCN(CC(=O)O)S(=O)(=O)c1ccccc1 | -4 | 0 | 102 | 100 | -5 | -7
3 | Cc1ccc(-c2csc3nnc(SCC(=O)NCc4ccc5c(c4)OCO5)n23)cc1 | -4 | 0 | 108 | 104 | -6 | -4
4 | O=C(NC(Cc1ccccc1)C(=O)O)/C(=C\c1ccco1)NC(=O)c1ccccc1Br (stereo not drawn) | -4 | 0 | 99 | 98 | -5 | -9
5 | C/C(=N\OC(=O)NC(C)C)c1sc(-c2ccc(Cl)cc2)nc1C | -4 | -3 | 103 | 99 | 0 | 0
6 | CC(=O)Nc1ccccc1OC(C)C(=O)NC(C)c1ccc(F)cc1 (stereo not drawn) | -2 | -4 | 101 | 102 | -4 | -3
7 | CC(C)(C)c1ccc(CS(=O)CC(O)CO)cc1 (stereo not drawn) | -3 | -3 | 104 | 105 | -6 | 0
8 | CC1=NN(c2ccc(S(=O)(=O)O)cc2Cl)C(=O)C1 | -2 | 0 | 100 | 99 | -4 | -3
9 | CCOC(=O)c1c(NC(=O)C2=C(C)NC(=S)NC2c2ccccc2C(F)(F)F)sc(C)c1C (stereo not drawn) | -4 | -2 | 100 | 104 | -8 | -6
10 | Cc1csc(NC(=O)C2CCCC2)n1 | -8 | -3 | 100 | 98 | -8 | -13
11 | O=C(N/N=C/c1ccccc1F)c1ccc(COc2ccccc2Cl)o1 | -5 | -5 | 103 | 97 | -9 | -9
12 | Cc1noc2ncnc(N3CCN(c4cccc(Cl)c4)CC3)c12 | -4 | 0 | 100 | 99 | -4 | -7

No. | ABCG2 inh | Bim-Bcl-W | ABCB1 inh | Bcl-XL Bim block | RGS8-Gao
1 | 5 | -3 | 0.3 | -6 | 102
2 | 1 | 3 | 0.1 | 1 | 101
3 | -3 | -2 | -4.0 | -5 | 103
4 | 1 | -3 | 0.0 | -5 | 101
5 | 2 | 0 | -0.4 | -4 | 101
6 | 5 | -2 | 0.7 | -4 | 105
7 | -3 | -4 | / | -4 | 105
8 | -2 | -2 | -0.8 | -2 | 103
9 | 8 | -2 | 2.2 | -4 | 98
10 | 1 | -3 | 0.5 | -5 | 100
11 | 6 | -4 | 0.2 | -8 | 102
12 | 3 | -2 | 0.8 | 0 | 102

The closing 2 compounds of the section before open the next one.
No. | Structure | Bim-Bcl-2 | Mcl-1 Bim block | RGS4-Gao reg | RGS7-Gao | Bim-Bcl-B | Bim-Bfl-1
11 | O=C(N/N=C/c1ccccc1F)c1ccc(COc2ccccc2Cl)o1 | -5 | -5 | 103 | 97 | -9 | -9
12 | Cc1noc2ncnc(N3CCN(c4cccc(Cl)c4)CC3)c12 | -4 | 0 | 100 | 99 | -4 | -7
13 | CCOc1cc(CO)ccc1OCC(=O)N1CCCCC1 | 2 | 0 | 104 | 102 | 1 | 0
14 | CCC(=O)Nc1cccc2cccnc12 | -4 | -1 | 93 | ? | -5 | -4
15 | Cc1nc(CN2CCCC2=NC#N)n(-c2ccccc2)n1 | -11 | -1 | 100 | 98 | -4 | -11
16 | COc1ccc2nc(SCC(=O)Nc3ccccc3C#N)[nH]c2c1 | 1 | 1 | 101 | 97 | -8 | 0
17 | Cc1nc(CCNC(=O)c2cccs2)cs1 | -8 | -5 | 103 | 103 | -5 | 2
18 | CCOc1cc(CNCC2CCCN2CC)cc(Cl)c1OC (stereo not drawn) | -2 | -4 | 103 | 103 | -4 | -7
19 | COc1ccccc1CN1CCCCC1C(=O)O (stereo not drawn) | -3 | 0 | 100 | ? | -3 | -3
20 | Cc1cc2nc(-c3ccc(SCC(=O)N4CCN(C(=O)c5ccco5)CC4)nc3)[nH]c2cc1C | 4 | 1 | 96 | 101 | 1 | 5
21 | COc1ccccc1NC(=S)NC1CCCCCC1 | -12 | -4 | 102 | 98 | -9 | -17
22 | Cc1ccc(NC(=S)N2CCN(CCN3C(=O)c4cccc5cccc(c45)C3=O)CC2)cc1 | 0 | 0 | 99 | 97 | -1 | -2
23 | O=C(O)/C=C\C(=O)Nc1ccccc1F | -15 | -8 | 104 | 105 | -10 | -10
24 | O=C1CCC/C1=C/Nc1ccc(Cl)cc1 | -2 | -1 | 105 | 103 | 0 | -1

No. | ABCG2 inh | Bim-Bcl-W | ABCB1 inh | Bcl-XL Bim block | RGS8-Gao
11 | 6 | -4 | 0.2 | -8 | 102
12 | 3 | -2 | 0.8 | 0 | 102
13 | 3 | -1 | 3.0 | 0 | 102
14 | 0 | -1 | -0.5 | 0 | 97
15 | 1 | 0 | 0.3 | -1 | 99
16 | 2 | -1 | 0.5 | -3 | 102
17 | 1 | -4 | 0.3 | -5 | 105
18 | 0 | -3 | 0.0 | 0 | 101
19 | 2 | -4 | 0.5 | -2 | 98
20 | 0 | 2 | -0.3 | 0 | 96
21 | 7 | -5 | 0.3 | -3 | 99
22 | -5 | 1 | -5.0 | -3 | 100
23 | -4 | -8 | -0.2 | -9 | 103
24 | 1 | 0 | 0.1 | -2 | 100

Next part:
No. | Structure | Bim-Bcl-2 | Mcl-1 Bim block | RGS4-Gao reg | RGS7-Gao | Bim-Bcl-B | Bim-Bfl-1
25 | Cn1c(=O)c2cc(S(=O)(=O)Nc3cccc(F)c3)ccc2n(C)c1=O | -6 | 0 | 91 | 89 | 0 | -9
26 | CCOc1ccc2nc(N3CCC(C(=O)N4CCN(c5ccccn5)CC4)CC3)sc2c1 | -6 | 0 | 102 | 101 | -7 | -10
27 | CCCCN(CCCC)c1nc(OC)nc(-n2nnc(C(C)=O)c2C)n1 | -3 | -1 | 98 | 99 | 0 | -1
28 | CCc1nnc(NC(=O)CSc2nc3c(C)cccc3[nH]2)s1 | -1 | -4 | 99 | 102 | -6 | 0
29 | C/C(=N\NC(=S)NC(C)C)c1ccco1 | -3 | 1 | 104 | 104 | 0 | -2
30 | C/C=C/Cn1c(SCc2ccc(Cl)cc2)nc2c1c(=O)[nH]c(=O)n2C | -7 | -3 | 94 | 99 | -5 | -12
31 | COc1ccc(NC(=O)c2ccc(CN(c3cc(Cl)ccc3C)S(=O)(=O)c3ccccc3)cc2)cc1OC | -9 | -3 | 100 | 99 | -10 | -15
32 | C/C(=N\NC(=O)c1ccc(C)cc1C)c1ccc2c(c1)Nc1ccccc1S2 | -4 | -7 | 101 | 101 | -9 | 0
33 | O=C1CC(c2ccc3c(c2)OCO3)C2=C(CCCC2=O)N1 (stereo not drawn) | -7 | -2 | 102 | 99 | -6 | -10
34 | CC(C)CC(=O)NC1(C(F)(F)F)C(=O)N(Cc2ccccc2)C2=C1C(=O)CC(C)(C)C2 (stereo not drawn) | 0 | 0 | 103 | 101 | 0 | 1
35 | O=C(NC(=S)Nc1cccc2cccnc12)c1cccs1 | 0 | 0 | 105 | 106 | 0 | 3
36 | CCCCNC(=O)C1c2cc(OC)c(OC)cc2C(=O)N(C)C1c1ccc(OC)cc1 (stereo not drawn) | -3 | -2 | 103 | 101 | -6 | -10

No. | ABCG2 inh | Bim-Bcl-W | ABCB1 inh | Bcl-XL Bim block | RGS8-Gao
25 | 2 | 3 | 0.4 | -3 | 92
26 | 4 | 2 | 1.7 | -1 | 100
27 | 10 | 0 | 2.9 | 0 | 99
28 | 5 | -3 | 0.0 | -4 | 101
29 | 1 | -2 | -0.3 | -2 | 99
30 | 5 | -2 | 0.2 | -12 | 93
31 | 40 | -1 | 7.1 | -6 | 101
32 | -8 | -3 | -3.7 | -8 | 98
33 | 1 | 2 | 0.1 | -4 | 105
34 | 3 | -1 | 0.8 | -1 | 99
35 | -3 | 0 | -1.4 | 0 | 101
36 | 0 | -1 | 0.3 | -4 | 102

Carrying on.
No. | Structure | Bim-Bcl-2 | Mcl-1 Bim block | RGS4-Gao reg | RGS7-Gao | Bim-Bcl-B | Bim-Bfl-1
37 | O=C(/C=C/c1ccccc1[N+](=O)[O-])c1ccc(F)cc1 | 1 | 2 | 100 | ? | 0 | 0
38 | Cc1nn(-c2cc(N3CCNCC3)ccc2[N+](=O)[O-])c(=O)c2ccccc12 | -3 | -5 | 102 | 101 | -2 | 0
39 | O=C(O)c1ccccc1C(=O)N1CCN(c2cccc(Cl)c2)CC1 | -14 | -7 | 105 | 105 | -11 | -10
40 | Cc1ccccc1-n1c(SCC(=O)Nc2ccc3c(c2)OCO3)nnc1-c1ccccn1 | -12 | -1 | / | / | -5 | 0
41 | CC1Oc2ccccc2C=C1/C=C1/SC(N2CCOCC2)=NC1=O (stereo not drawn) | -9 | -3 | 101 | 108 | -9 | -16
42 | CN(C)CCNC(=O)c1cc(Br)ccc1Cl | -2 | -1 | 101 | 97 | 0 | -4
43 | COc1ccc(NC(=O)c2ccc3nccnc3c2)cc1 | ? | / | 103 | 100 | / | /
44 | Cc1ccc(C2=NC3(CCCCC3)N=C2SCC(=O)Nc2ccc3c(c2)OCCO3)cc1 | -1 | -3 | / | / | -6 | -3
45 | O=C(N/N=C/C(Cl)=C/c1ccccc1)c1ccccn1 | 1 | 1 | 101 | 102 | -2 | -2
46 | Cc1cc(C)c(S(=O)(=O)NNC(=O)C2CCN(Cc3ccccc3)CC2)c(C)c1 | -2 | -3 | 100 | 98 | -1 | -2
47 | CCCCCn1cnc2sc(-c3ccccc3)cc2c1=O | -1 | -2 | 100 | 100 | 0 | -2
48 | COc1ccc(S(=O)(=O)Nc2cccc(-c3ccc4nncn4n3)c2)cc1F | -3 | 0 | 96 | 99 | -3 | -7

No. | ABCG2 inh | Bim-Bcl-W | ABCB1 inh | Bcl-XL Bim block | RGS8-Gao
37 | 7 | 2 | 0.7 | 1 | 100
38 | 0 | -1 | 0.0 | -2 | 106
39 | 12 | -7 | 0.7 | -9 | 109
40 | 5 | -2 | 1.6 | -5 | /
41 | 70 | 1 | 0.3 | -8 | 98
42 | 3 | -2 | 1.0 | -6 | 100
43 | 4 | / | 0.4 | / | 106
44 | 11 | -5 | 4.4 | -4 | /
45 | 6 | 0 | 0.2 | 0 | 101
46 | 0 | -2 | 0.1 | -1 | 103
47 | 6 | 0 | 0.5 | 1 | 101
48 | 4 | -1 | -0.2 | -1 | 100

Structural class, the entries above containing two or more sulfur atoms
No. | Structure | Bim-Bcl-2 | Mcl-1 Bim block | RGS4-Gao reg | RGS7-Gao | Bim-Bcl-B | Bim-Bfl-1
3 | Cc1ccc(-c2csc3nnc(SCC(=O)NCc4ccc5c(c4)OCO5)n23)cc1 | -4 | 0 | 108 | 104 | -6 | -4
9 | CCOC(=O)c1c(NC(=O)C2=C(C)NC(=S)NC2c2ccccc2C(F)(F)F)sc(C)c1C (stereo not drawn) | -4 | -2 | 100 | 104 | -8 | -6
17 | Cc1nc(CCNC(=O)c2cccs2)cs1 | -8 | -5 | 103 | 103 | -5 | 2
28 | CCc1nnc(NC(=O)CSc2nc3c(C)cccc3[nH]2)s1 | -1 | -4 | 99 | 102 | -6 | 0
35 | O=C(NC(=S)Nc1cccc2cccnc12)c1cccs1 | 0 | 0 | 105 | 106 | 0 | 3

No. | ABCG2 inh | Bim-Bcl-W | ABCB1 inh | Bcl-XL Bim block | RGS8-Gao
3 | -3 | -2 | -4.0 | -5 | 103
9 | 8 | -2 | 2.2 | -4 | 98
17 | 1 | -4 | 0.3 | -5 | 105
28 | 5 | -3 | 0.0 | -4 | 101
35 | -3 | 0 | -1.4 | 0 | 101

High-throughput results deposited in PubChem by NMMLSC.
